Mot1-301 SUMO – inhibitors of SUMOylation pathway: yeast Mot1-301 growth rescue; growth rescue, % at 18.8 µM; S. cerevisiae Mot1-301 growth rescue, ATP luminescence, 38.5C; percent above DMSO median, 100 means doubled; 320,000 compounds, 1% hits;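 active = every valid replicate shows activation above 250% relative to neutral control wells; inactive = the rest, any valid replicate at or below 250%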;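 note: OY570 slx delta 5 strain wells were the positive control but not used for scaling; some compounds called inactive have numbers as strong as hits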
MOR-DOR ag – OPRM1-OPRD1 heterodimerization agonism. P35372+P41143. AID 504326. activation, % at 9.3 µM. 340,000 compounds, 0.3% hits. cells, luminescence; in the data active = activation above about 18%;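 note: 0% = vehicle-treated cells and 100% = reference agonist; values of inactives mirror those of a sister screen read the other way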
Ecoli viability – bacterial growth inhibition, counter-screen for AddAB inhibitors. inhibition, % at 11.9 µM. 330,000 compounds, 0.27% hits. E. coli V3065 growth, OD600 absorbance, 18 h. AID 449728;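 active = inhibition above the campaign's mean inhibition across all tested compounds plus 3 SD, cut at about 9.9% in these data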;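 note: uninfected addAB+ strain grown without phage in ampicillin broth; 0% = DMSO wells and 100% = ciprofloxacin 0.95 µg/ml wells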
Tat transport – inhibitors of E. coli Tat protein transport | E. coli MC4100 TorA-mCherry Tat export, fluorescence | inhibition, % at 10 µM | 340,000 compounds, 0.036% hits | AID 488895;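 active = mean replicate inhibition at least 50% and at least half of replicates individually reaching 50%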;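 note: exported cargo escapes ClpAP degradation while cytoplasmic cargo is degraded and loses fluorescence; 0% = median of neutral control wells and 100% = median of NaSCN control wells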
AddAB inh – less growth of phage-infected E. coli with AddAB; inhibition, % at 11.9 µM; E. coli expressing H. pylori AddAB, absorbance growth; AID 435030; 330,000 compounds, 0.29% hits; in the data active = inhibition above about 12%;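 note: 0% = vehicle wells of infected cells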
HTR5A inv ag – counter-screen for OPRM1-OPRD1 inverse agonists: human HTR5A inverse agonism; P47898; HTR5A cell line, luminescence; inhibition, % at 9.3 µM; 340,000 compounds, 0.083% hits; AID 504634; in the data active = inhibition mostly above about 23%, no sharp cut-off; inactive = mostly below about 18%;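 note: 0% = cells with DMSO and 100% = no-cell wells with DMSO; some compounds called inactive have numbers as strong as hits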
Target sequence (P47898 whole entry, looked up): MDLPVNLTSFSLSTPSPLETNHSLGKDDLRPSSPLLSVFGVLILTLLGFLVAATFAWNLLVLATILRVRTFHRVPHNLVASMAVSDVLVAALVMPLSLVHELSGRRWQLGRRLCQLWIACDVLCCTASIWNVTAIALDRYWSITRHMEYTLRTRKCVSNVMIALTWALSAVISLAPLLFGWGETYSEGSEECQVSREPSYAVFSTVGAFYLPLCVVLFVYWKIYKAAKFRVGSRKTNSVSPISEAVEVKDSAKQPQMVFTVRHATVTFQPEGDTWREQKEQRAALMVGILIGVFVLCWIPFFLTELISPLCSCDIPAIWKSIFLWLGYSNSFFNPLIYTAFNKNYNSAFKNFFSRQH
MOR-DOR inv ag – mu-delta opioid heterodimer inverse agonism. P35372+P41143. cell-based MOR-DOR heterodimer luminescence. inhibition, % at 9.3 µM. 340,000 compounds, 0.21% hits; in the data active = inhibition above about 22%, passing the limit was not always enough;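 note: 0% = cells with DMSO and 100% = wells without cells with DMSO; values of inactives mirror those of a sister screen read the other way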
PKA-R2B act – activates the human PKA-R2B holoenzyme complex. activation, % at 11.4 µM. AID 504700. PKA-R2B holoenzyme dissociation, Cy5-IP20 fluorescence polarization; R2B truncated from residue 108, S112A mutant; 0% DMSO only, 100% 113 µM cGMP. 340,000 compounds, 0.079% hits. P22694+P31323;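 active = activation above a cutoff set at the mean over all compounds plus 3 SD, cut at about 18% in these data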;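 note: higher means more holoenzyme dissociation and a rise in polarization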
Target sequence (P31323 whole entry, looked up, other chains not shown, the tested form may be a part): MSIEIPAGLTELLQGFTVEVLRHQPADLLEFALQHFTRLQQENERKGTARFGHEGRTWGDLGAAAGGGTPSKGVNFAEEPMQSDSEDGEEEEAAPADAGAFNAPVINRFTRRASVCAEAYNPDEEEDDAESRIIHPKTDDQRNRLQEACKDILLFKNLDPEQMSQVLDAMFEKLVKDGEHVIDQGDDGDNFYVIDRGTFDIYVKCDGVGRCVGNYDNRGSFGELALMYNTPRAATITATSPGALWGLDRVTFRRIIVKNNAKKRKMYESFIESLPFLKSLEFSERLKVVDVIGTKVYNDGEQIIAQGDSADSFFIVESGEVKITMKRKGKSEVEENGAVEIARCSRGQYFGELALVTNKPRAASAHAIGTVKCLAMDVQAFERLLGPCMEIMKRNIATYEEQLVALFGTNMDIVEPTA
phage Ecoli inh – E. coli growth loss with phage present. growth absorbance. inhibition, % at 11.9 µM. 360,000 compounds, 0.26% hits. AID 651602; in the data active = inhibition above about 11%
PfHsp90 set2 – reduces growth (ATP signal) of yeast expressing P. falciparum Hsp90. S. cerevisiae expressing PfHsp90, BacTiter-Glo ATP, 48 h; yeast lacking PDR1 and PDR3 efflux regulators. inhibition, % at 9.4 µM. 310,000 compounds, 0.32% hits. AID 504621;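 active = every replicate shows inhibition above about 80%, whatever the replicate mean, limit read from the data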;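 note: 0% = DMSO neutral controls and 100% = 20 µM radicicol positive controls; yeast relying on Plasmodium falciparum Hsp90 in place of its own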
PKA-R1A activ – PKA-R1A complex activation; P00514+P68181; PKA-R1A dissociation, Cy5-IP20 fluorescence polarization; scaled: DMSO 0%, 113 µM cGMP 100%; activation, % at 11.4 µM; 340,000 compounds, 0.083% hits;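 active = percent activation above the mean of all tested compounds plus 3 SD, cut at about 19% in these data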;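 note: higher means more PKAc released from R1A so a rise in polarization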
* marks the source's active call; other numbers are inactive results; · = not tested or not shown.

SMILES	Mot1-301 SUMO	MOR-DOR ag	Ecoli viability	Tat transport	AddAB inh	HTR5A inv ag	MOR-DOR inv ag	PKA-R2B act	phage Ecoli inh	PfHsp90 set2	PKA-R1A activ
CC(C)OCCCNC(=O)CN1C(=O)COc2ccc(S(=O)(=O)N3CCCCCC3)cc21	·	-3.9	-4.2	-6	2.3	-2	20	2	1.1	·	-9
C/C(=N\N1CCN(C2c3ccccc3-c3ccccc32)CC1)c1ccco1	-8	3.4	0.3	9	-0.3	13	-18	-11	1.4	3	12
CCOC(=O)c1sc(=S)n(-c2cccc(C(F)(F)F)c2)c1SC	509	1.9	2.3	26	2.1	-13	-9	0	1.6	17	3
CCOC(=O)N1CCN(C(=O)c2c[nH]c3ccc(S(=O)(=O)N(C)c4cccc(C)c4)cc3c2=O)CC1	232	-0.5	-0.1	-6	2.4	16	3	3	-3.2	-27	-3
COc1ccc(CC2C(=O)NC(C)C(=O)N(C)C3Cc4ccc(cc4)Oc4cc(ccc4O)CC(C(=O)NC(C)C(=O)NC(C)C(=O)N2C)N(C)C3=O)cc1 (stereo not given)	·	-4.0	·	11	·	7	17	-5	1.2	8	6
CCOc1ccc2nc(N/C(N)=N/C(=S)Nc3ccc(C)c(C)c3)nc(C)c2c1	-11	-2.1	-0.6	0	-1.8	-1	13	-1	2.6	-5	-11
CCOC(=O)c1sc(N(Cc2ccccc2)C(=O)COC(=O)c2ccccc2O)nc1C	-9	-0.2	-2.7	9	0.4	-7	1	-3	3.3	-1	7
C[C@]12C=CC(=O)C=C1CC[C@@H]1C2=CC[C@]2(C)[C@@H](C(=O)CN3CCN(c4cc(N5CCCC5)nc(N5CCCC5)n4)CC3)CC[C@@H]12	26	-0.6	0.3	-1	-2.1	9	3	-2	1.5	0	-5
Oc1c(Cl)cc(Cl)cc1CNc1ccc(Br)cn1	282	1.7	2.6	6	1.9	14	-8	-24	0.3	-17	-17
CC(C)OP(=O)(c1ccccc1)c1ccccc1	210	-1.3	0.1	2	0.8	20	7	-5	2.1	17	-13
Cc1ccccc1NC(=O)C1CCN(S(=O)(=O)c2ccc3c(c2)NC(=O)C(C)S3)CC1 (stereo not given)	-20	-2.8	3.5	-2	4.2	2	14	-1	2.1	4	-4
Cc1ccc(CNC(=O)COC(=O)COc2ccc(C#N)cc2)cc1	15	-4.3	1.2	-8	1.1	-5	17	-4	0.5	-5	-9
CCCN(c1ccccc1C(=O)O)S(=O)(=O)c1ccc2c(c1)n(C)c(=O)n2C	-9	-1.8	-3.1	1	0.2	8	8	-12	-0.3	-7	-5
CC1CCCCC1NC(=S)NC(=O)c1ccccc1Br (stereo not given)	-10	4.9	-1.1	12	2.2	-18	-28	-10	0.3	-21	-11
Fc1cnc(N2CCc3ccccc32)nc1N1CCc2ccccc21	1	-2.1	0.2	11	0.9	-15	10	-2	1.6	-9	-2
CCOc1ccc(C(=O)Nc2ccc(S(=O)(=O)N3C[C@@H]4C[C@@H](C3)c3cccc(=O)n3C4)cc2)cc1	32	-3.1	-2.7	-4	1.2	-1	17	-6	3.7	-14	-7
COC(=O)C(=O)C1CCc2c(Cl)cc(OC)c(OC)c2C1=O (stereo not given)	·	3.7	·	2	·	13	-16	-3	1.9	2	-2
Cc1ccccc1C(=O)NCCCNC(=O)c1ccccn1	5	-2.6	0.0	4	-0.6	9	14	3	0.7	-25	-5
COc1cccc(CC2(CO)CCCN(Cc3ccc(OC)c(C)c3OC)C2)c1 (stereo not given)	-6	-0.8	-1.7	-10	3.6	-9	4	5	-0.2	-3	-1
CC(C)c1ccc(OCC(=O)N2CCN(c3ccccn3)CC2)c(Br)c1	-12	5.8	1.8	2	2.3	0	-31	-1	2.4	-9	1
CC(C)COc1ccc(C(=O)NNC(=O)CCC(=O)c2cccs2)cc1	4	-2.4	0.0	-7	1.2	8	9	-11	1.2	5	-10
COc1cc2c(cc1OC)CN(Cc1cc(=O)n3cc(C)ccc3n1)CC2	-7	-2.5	-3.0	5	-1.3	-6	15	-7	0.5	·	-7
CN(CCCNC(=O)C1CCC(=O)N1Cc1ccc(F)cc1)c1ccccc1 (stereo not given)	-23	-2.0	-1.4	12	0.2	-28	12	0	4.2	-12	-1
CN(C(=O)Nc1ccc(C(C)(C)C)cc1)C1CCCCC1	-1	-2.5	0.8	-1	-0.1	-3	12	2	2.2	-1	-12
O=C(Nc1cc(C(=O)N2CCOCC2)ccc1N1CCCC1)c1cccs1	-6	-1.3	-0.8	-5	2.9	-10	7	-4	-2.7	6	-8
Cc1ccc(N(C(=O)c2ccccn2)C2(C(=O)NC3CCCC3)CCCCC2)cc1	14	-2.0	1.9	-5	1.6	-21	12	1	1.5	-15	-8
CCOc1c2ccc(C(=O)NCc3ccco3)cc2nn1CC	8	-0.2	-0.9	-5	-0.2	-12	1	0	0.5	15	3
CC(C)n1cc(/C=C2\NC(=O)N(c3cccc(Cl)c3)C2=O)c2ccccc21	-6	1.8	0.1	-6	-0.3	1	-9	8	3.6	·	11
CCc1c(C)sc(NC(=O)c2cc(C3CC3)on2)c1C#N	-8	-3.3	-2.3	2	-4.0	-11	18	6	1.8	-20	-7
O=C(CNC(=O)c1cccc(F)c1)OCC(=O)N1CCCCC1	-1	-0.8	-0.5	0	1.0	-3	4	-8	3.6	-14	5
O=C(NCCN1CCOCC1)C1CCC(=O)N1Cc1ccc(F)cc1 (stereo not given)	-1	-1.7	-4.0	-2	0.7	9	9	-8	3.8	19	-2
CC(=O)Nc1ccc(C(=O)COC(=O)CCN2C(=O)C3CC=CCC3C2=O)cc1 (stereo not given)	-19	-4.1	0.2	-14	-1.9	14	21	6	0.8	-17	3
Cc1cc(N2CCCCC2)n2ncc(-c3ccc(Cl)cc3)c2n1	102	0.8	2.0	6	1.6	-13	-4	1	2.8	4	-8
C=CC[C@H](CC(=O)N(CCO)Cc1ccccc1)C(=O)N[C@H](COC(=O)[C@@H](CC=C)Cc1ccc(F)cc1)Cc1c[nH]c2ccccc12	-4	0.9	-3.3	3	-1.9	3	-5	-6	-1.8	4	1
CC(C)C(NC(=O)OC(C)(C)C)C(=O)N1CCCC1C(=O)NC(Cc1ccccc1)C(N)=O (stereo not given)	-6	-0.5	-1.1	0	-0.5	12	2	5	0.2	·	2
CN(C)C=Nc1nc2ccccc2nc1N1CCCC1	-8	-1.5	-0.3	3	-1.6	-4	8	1	5.6	26	-9
Cc1cc(C)c2c(=O)[nH]n(C3CCOC(C)(C)C3)c2n1 (stereo not given)	14	-1.6	-0.5	12	1.6	-35	8	-3	2.8	13	-13
CN(C)C(=O)c1ccc(NC(=O)COc2cccc3c2OC(C)(C)C3)cc1	·	-3.9	·	-5	·	-92	19	-6	3.8	4	-2
Cc1cc(=O)n2[nH]c(NCc3c(F)cccc3Cl)nc2n1	12	-0.7	-0.2	-12	4.2	14	4	72*	2.4	-93	60*
Cc1nn(-c2ccccc2)c(C)c1C(=O)OCC(=O)NCc1ccco1	209	-0.7	-1.6	1	-0.7	25	4	-6	2.2	27	1

Two of the compounds above, in markdown.
| Molecule | Mot1-301 SUMO | MOR-DOR ag | Ecoli viability | Tat transport | AddAB inh | HTR5A inv ag | MOR-DOR inv ag | PKA-R2B act | phage Ecoli inh | PfHsp90 set2 | PKA-R1A activ |
| --- | --- | --- | --- | --- | --- | --- | --- | --- | --- | --- | --- |
| Cc1cc(=O)n2[nH]c(NCc3c(F)cccc3Cl)nc2n1 | 12 | -0.7 | -0.2 | -12 | 4.2 | 14 | 4 | 72* | 2.4 | -93 | 60* |
| Cc1nn(-c2ccccc2)c(C)c1C(=O)OCC(=O)NCc1ccco1 | 209 | -0.7 | -1.6 | 1 | -0.7 | 25 | 4 | -6 | 2.2 | 27 | 1 |

Next section
SMILES	Mot1-301 SUMO	MOR-DOR ag	Ecoli viability	Tat transport	AddAB inh	HTR5A inv ag	MOR-DOR inv ag	PKA-R2B act	phage Ecoli inh	PfHsp90 set2	PKA-R1A activ
O=C(CCN1CCN(c2ccc([N+](=O)[O-])cc2)CC1)c1ccc(Cl)cc1	22	-1.8	-1.3	-1	-2.4	-1	8	2	-0.2	-19	-7
COc1ccc(-c2ccnc3nc(N4CCOCC4)nn23)cc1	1	-2.6	2.1	3	6.0	7	13	-2	2.3	-5	-6
CCc1nnc(NC(=O)c2cccc(S(=O)(=O)N3CCc4ccccc43)c2)s1	220	-2.7	-2.3	5	-0.3	3	15	-5	1.9	14	-6
CCOC(=O)c1c(C)c(C(=O)N2CCCCCC2)c(C)n1C	-4	-2.8	-0.7	6	-0.3	2	15	0	2.8	-9	-6
O=C(CSCc1ccccc1)NNC(=S)Nc1cccc(Cl)c1Cl	·	-3.7	2.5	-1	6.1	-3	21	3	2.1	-25	-2
Cc1occc1C(=O)N1CCN(c2ccc(Cl)cc2)CC1	13	-2.4	-0.3	3	2.6	13	14	-2	2.3	-13	0
COC(=O)c1c(C)[nH]c(C(=O)C(C)OC(=O)C2CC2C)c1C (stereo not given)	-11	-1.2	1.6	5	0.6	4	6	-6	-0.5	4	-2
CCCCN(C(=O)c1cc2c(s1)CCC2)c1c(N)n(CC(C)C)c(=O)[nH]c1=O	-10	-1.9	-0.9	0	1.0	-3	8	5	2.3	20	4
COc1ccc(S(=O)(=O)N2CCOC2CNC(=O)C(=O)NCCCN2CCOCC2)cc1C (stereo not given)	-6	-0.8	1.9	-3	-0.4	15	4	-11	1.4	9	-5
C/C=C(\C)C(=O)Nc1cccc(C2=NOC3(C2)C[C@H](C(N)=O)N(C(=O)CC#N)C3)c1 (stereo not given in full)	48	-1.4	1.2	0	3.3	-10	8	-14	-1.8	-2	-7
COc1ccc(/C=N/n2c(C)cc(C)cc2=O)cc1	5	-2.5	-0.7	-6	1.2	-1	15	8	3.2	-16	0
O=C(NCC(c1cccs1)N1CCOCC1)c1cn(-c2ccccc2)nc1-c1ccccc1 (stereo not given)	13	-0.3	0.2	1	-1.2	13	1	1	-1.5	-1	4
O=C(Cc1c(F)cccc1Cl)NNC(=S)Nc1ccc(S(=O)(=O)Nc2ncccn2)cc1	-16	-2.9	-0.8	0	-2.5	12	20	-9	3.9	8	-17
COc1cc(/C=N/O)cc(Br)c1OC	-4	-2.2	0.3	-3	4.2	3	12	-12	0.4	7	-9
O=C(Cc1ccc(Cl)cc1)N/N=C/c1ccncc1	3	-1.4	-1.6	-9	-1.3	-6	8	5	4.0	-2	-9
Cc1cccc(Cn2cc3c(=O)n(Cc4cccc(F)c4)nc-3c3ccccc32)c1	-11	-0.2	-1.7	-13	-0.5	-5	1	6	2.2	-9	4
CCn1c(=N)n(CC(=O)c2ccc(Br)s2)c2ccccc21	-2	-1.9	1.7	4	3.5	-32	10	1	6.0	0	3
COc1ccc(NC(=O)CCn2c(=S)[nH]c3ccccc3c2=O)cc1	-9	-3.4	3.3	-4	1.6	1	17	9	0.4	-5	-5
C=CCOc1ccccc1CNc1cccc(F)c1	8	3.6	1.9	6	6.8	14	-18	-8	0.6	1	-11
Cc1ccc(S(=O)(=O)N(C)/N=C/c2ccc(C(=O)O)cc2)cc1	-16	-0.3	-0.2	-10	1.2	-4	2	-6	1.7	·	0
Cc1cc[n+](CC(=O)c2ccccc2)c2ccccc12	-19	-1.1	-1.3	-3	1.0	2	6	0	4.0	20	-11
